High-throughput results deposited in PubChem BioAssay by National Center for Advancing Translational Sciences (NCATS).
WRN helicase inh: inhibitors of human WRN helicase; Q14191; WRN helicase unwinding, fluorescent forked duplex, kinetic; Potency, µM (top dose mostly 114 µM), without a hit: at the top dose activity change, negative = inhibition, most hits filed as inhibitors; actives 0.46% (n = 360,000); further: potency means the concentration at half of the fitted maximal effect; on the % scale 0 is the no-effect control and ±100 the full control effect; nearly all actives have a fitted effect of over 55% in size
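WRN at 20 nM final was preincubated with compound for 15 min at room temperature; reaction started with 100 nM forked duplex oligonucleotide carrying fluorophore and quencher plus 2 mM ATP (final). Unwinding followed kinetically by red fluorescence (ex 525/em 598 nm).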
PLK1 PBD block: blocks phosphopeptide binding to human PLK1 polo-box domain | P53350 | Plk1 PBD binding of FITC phosphopeptide, fluorescence polarization | Potency, µM, inactives show max response, negative = inhibition, actives largely listed as inhibitors | actives 2.8% (n = 360,000); further: potency means the concentration at half of the fitted maximal effect; series mostly up to about 57 µM; on the % scale 0 is the no-effect control and ±100 the full control effect; nearly all actives have a fitted effect of over 65% in size
IL2 activator: activates IL-2 in a cell-based reporter assay | actives 0.065% (n = 360,000) | IL-2 activation reporter assay, cell-based qHTS; stimulated with anti-CD3/CD4/CD28 beads; in transgenic mouse T cells | activation, % (series mostly up to about 46 µM); in the data active means activation above about 50%; inconclusive means mostly about 30% to 49%; further: 0% is about no effect
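First, unstimulated transgenic mouse T cells were exposed to compound for 60 min. Next, anti-CD3/anti-CD4-coated beads with anti-CD28 were added. Finally, after 18 h at 37 degrees C, EGFP and DsRed were imaged.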
GLP1R ag: agonists of human GLP-1 receptor. P43220. HEK293 GLP-1R CRE-luciferase, luminescence, 4-6 h; cells express a hypersensitive GLP-1R form. Potency, µM (titrated, usually from 45.6 µM), for the others: top-dose activation, most hits filed as activators. actives 0.007% (n = 380,000). AID 624172; further: potency means the concentration at half of the fitted maximal effect; % of control where 0% means no effect
Target sequence (P43220 whole entry, looked up): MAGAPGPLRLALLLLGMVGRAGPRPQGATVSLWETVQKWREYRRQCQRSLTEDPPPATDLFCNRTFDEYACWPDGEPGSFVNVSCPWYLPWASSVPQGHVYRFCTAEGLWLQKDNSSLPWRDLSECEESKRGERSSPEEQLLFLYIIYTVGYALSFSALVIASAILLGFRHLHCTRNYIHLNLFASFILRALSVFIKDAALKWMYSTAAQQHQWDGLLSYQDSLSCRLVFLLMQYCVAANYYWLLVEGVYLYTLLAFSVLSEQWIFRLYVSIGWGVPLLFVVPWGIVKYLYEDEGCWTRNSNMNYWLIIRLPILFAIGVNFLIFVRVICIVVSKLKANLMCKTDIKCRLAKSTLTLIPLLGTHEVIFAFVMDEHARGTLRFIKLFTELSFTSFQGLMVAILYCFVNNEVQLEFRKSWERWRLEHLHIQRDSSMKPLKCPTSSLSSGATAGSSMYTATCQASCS
DRD3 antagonist: D3 dopamine receptor (human) antagonism; max response, negative = inhibition, %; actives 2.5% (n = 360,000); D3R cells, DiscoveRx beta-arrestin luminescence, antagonist mode; stronger effect = lower value; P35462; AID 652054; in the data active means max response below about -50%; inconclusive means no clear call, values can overlap the other calls; further: on the % scale 0 is the no-effect control and ±100 the full control effect; mostly tested at two doses, the higher about 12 µM
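Cells expressing the human receptor were seeded at 1500 cells/well, incubated overnight at 37 degrees C in 5% CO2, then exposed to library compounds with dopamine controls for 90 minutes at 37 degrees C before luminescent detection.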
DRD3 agonist: agonists of human D3 dopamine receptor; P35462; D3R DiscoveRx beta-arrestin cells, luminescence, 90 min; max activation, %; actives 0.58% (n = 410,000); AID 652048; in the data active means max activation above about 30%; further: 0% is about no effect; mostly tested at two doses, the higher about 12 µM
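Cells at 1500/well, incubated overnight, then treated with pinned compounds (dopamine as control) for 90 min at 37 degrees C. DiscoveRx reagent added for 30 - 60 minutes at room temperature; luminescence read.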
PI5P4Ka inh: blocks human PI5P4K alpha kinase activity; PI5P4Kalpha enzyme, ADP-Glo luminescence, 60 min; stronger effect = lower value; max response, %; actives 1.2% (n = 330,000); active means max response of -50% or lower; inconclusive means between -30% and -50%; inactive means -30% or higher; further: value at the top dose of about 77 µM; on the % scale 0 is the no-effect control and ±100 the full control effect
Target sequence (P48426 whole entry, looked up): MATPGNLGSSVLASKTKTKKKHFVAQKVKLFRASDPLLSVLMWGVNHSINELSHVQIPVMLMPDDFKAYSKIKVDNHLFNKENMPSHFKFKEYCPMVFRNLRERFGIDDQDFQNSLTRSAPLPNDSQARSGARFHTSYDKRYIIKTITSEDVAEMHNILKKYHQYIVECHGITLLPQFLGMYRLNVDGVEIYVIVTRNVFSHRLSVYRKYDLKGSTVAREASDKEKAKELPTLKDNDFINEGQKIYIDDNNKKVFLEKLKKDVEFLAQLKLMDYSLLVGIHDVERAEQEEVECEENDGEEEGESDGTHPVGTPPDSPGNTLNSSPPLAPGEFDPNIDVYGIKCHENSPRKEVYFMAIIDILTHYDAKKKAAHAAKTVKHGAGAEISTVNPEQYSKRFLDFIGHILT
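ADP-Glo luminescence end-point read after a 60 min room-temperature kinase reaction of PI5P4Kalpha plus substrate, initiated with ATP at 5 microM final. Buffer: 0.038 M HEPES pH 7.4, EGTA, 0.1% CHAPS, 5% DMSO.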
GLP1R inv ag: acts as inverse agonist at human GLP-1 receptor; HEK293 GLP-1R CRE-luciferase, luminescence, 24 h; GLP-1R form is constitutively active; Potency, µM (titrated, usually from 38.3 µM), inactives show top-dose activity change, negative = inhibition, hits mostly inhibitors; actives 1.6% (n = 410,000); P43220; further: potency means the concentration at half of the fitted maximal effect; on the % scale 0 is the no-effect control and ±100 the full control effect; nearly all actives have a fitted effect of over 55% in size
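Seeding at 200 cells/uL, 12 h culture, 24 hr compound treatment, then luciferase reagent and a luminescence read; cells are HEK293 stably expressing a constitutively active GLP-1R plus cAMP-responsive luciferase.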
HEK293 tox: cytotoxic in the GLP-1 receptor inverse agonist counter-screen. actives 0.13% (n = 410,000). HEK293 cAMP-luciferase reporter cells, luminescence, 24 h. AID 624418. Potency, µM (highest dose often 38.3 µM), for inactives: at the highest dose activity change, negative = inhibition, hits mostly inhibitors;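 further: loss of luciferase light is scored as toxicity; potency means the concentration at half of the fitted maximal effect; on the % scale 0 is the no-effect control and ±100 the full control effect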
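Seeding density was 200 cells/uL; after overnight-length (12 h) culture, 23 nL compounds went on for 24 h at 37 °C. Readout used a luciferase detection reagent, luminescence taken after 12 min at room temperature.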
* marks the source's active call; other numbers are inactive results; ? = inconclusive; / = no result given; & = joins results of further samples; [ ] = another dose, or the depositor's remark. Unless noted, the call rests on the fitted dose curve; in most records, active means well fitted curve in the direction sought with a large enough effect; inconclusive means small, poorly fitted or top-dose-only effect, or another doubt; inactive means no such curve, though single readings can be large; an effect the other way counts as inactive or inconclusive.

SMILES	WRN helicase inh	PLK1 PBD block	IL2 activator	GLP1R ag	DRD3 antagonist	DRD3 agonist	PI5P4Ka inh	GLP1R inv ag	HEK293 tox
O=C(COc1ccc2c(c1)CCC2)N1CCN(c2cccc(C(F)(F)F)c2)CC1	1%	0%	-0.3	10%	-6	0	29	-53%	6%
COc1ccc(F)cc1CSc1nnnn1-c1ccc(O)cc1	3%	0%	3.6	26%	9	2	0	?	-11%
NS(=O)(=O)c1ccc(CCNC(=O)CSc2nc3ccccc3c(=O)n2CCN2CCOCC2)cc1	-5%	-7%	-1.2	9%	-4	-10	5	21%	10%
O=C(CCc1ccccc1)Nc1nc2c(F)cc(F)cc2s1	-6%	-3%	-2.4	20%	13	5	4	-1%	-11%
CN(C)c1ccc(-c2ccc3c(=O)c4ccccc4n(C)c3c2)cn1	-18%[11.6 µM]	-6%	0.1	-6%	0	8	?	27%	8%
COc1ccc(-c2cc(C(=O)O)n(Cc3ccccc3)n2)cc1	/	/	/	0%	/	0	/	3%	-4%
C[C@]12CC[C@@H]3c4ccc(O)cc4CC[C@H]3[C@@H]1CC[C@@H]2OC(=O)CCC(=O)O	0%	-10%	-0.5	2%	11	22	-5	2%	1%
Cc1ccc(NC(=O)[C@H](CC(C)C)NC(=O)[C@@H]2Cc3ccccc3CN2)cc1	1%	-5%	-0.1	-6%	-16	-9	5	-5%	0%
COc1cc(C(=O)N/N=C/c2sc(=O)n(-c3ccccc3)c2Cl)cc(OC)c1OC	-15%	13%	-0.5	-2%	12	1	-8	4%	8%
CCN(CC)c1ccc(N2C(=O)CSC2=S)cc1	-26%	-11%	0.2	-25%	-17	5	8	6%	2%
O=C(Nc1ccc2c(c1)C(=O)OC2)c1ccc(C(F)(F)F)cc1	-18%	-1%	0.6	8%	-12	-19	1	5%	4%
COc1ccccc1NC(=O)C1=C(C)Nc2nc3ccccc3n2C1c1cccc(OC)c1OC (centres undefined)	/	/	/	-1%	/	-3	/	-9%	-8%
O=S(=O)(c1ccc(F)cc1)N1CCN=C1SCc1cccc(F)c1	-22%	8%	-1.4	21%	1	-3	26	?	3%
COc1ccc(CCNC(=O)Nc2ccc3c(c2)c(=O)n(C)n3CC=C(C)C)cc1OC	-4%	-2%	-0.1	-6%	-15	3	-3	22%	9%
COc1ccc(CC(=O)OC(C)C(=O)Nc2ccc(S(N)(=O)=O)cc2)cc1 (centres undefined)	-5%	-5%	4.1	5%	17	-9	3	3%	1%
O=C(O)c1cc(-c2ccc(Cl)c(Cl)c2)n(-c2ccccc2)n1	-4%	-27%	0.3	1%	-9	2	-16	-16%	166%[activator]
CCCn1c(SCC(=O)NCCc2ccccc2)nnc1-c1ccco1	-2%	-14%	-1.5	-1%	?	-1	2	0%	20%
COc1ccc(NC(=O)c2cc(-c3ccco3)nc3ccccc23)cc1S(=O)(=O)N1CCOCC1	?	21µM*	-3.8	8%	32	1	-59*	13%	-22%
O=C(Cn1nnc(-c2ccccc2-n2cnnn2)n1)c1ccccc1	-3%	0%	-2.1	10%	6	-5	/	6%	1%
CCC(C)(C)n1nnnc1C(c1ccccc1OC)N1CCN(C(=O)c2ccco2)CC1 (centres undefined)	-2%	-17%	-2.7	2%	1	31*	4	-16%	15%
CCCN(CC(=O)Nc1ccccc1C)C(=O)c1ccc(-c2ccccc2)cc1	-25%	-3%	-0.3	-5%	-10	0	-2	?	6%
Nc1cccc(C#Cc2ccc3c(c2)C(=O)/C(=C/c2ccsc2)O3)c1	3%	-10%	-0.4	7%	-7	-17	3	?	-22%
Cc1cccc(-c2nnc(-c3ccccc3)o2)c1	-11%[57.1 µM]	-1%	-1.9	13%	-13	0	-1	5%	-11%
CCc1ccc(-n2c(=O)c3c4c(sc3n(CC(=O)NCCCOC)c2=O)CCCC4)cc1	/	/	/	-1%	/	-15	/	-2%	2%
Cc1cccc(NC(=O)Cn2c(C)c(C#N)c3ccccc32)c1C	-10%	-7%	1.7	-9%	4	1	9	-29%	19%
The listing continues.
SMILES	WRN helicase inh	PLK1 PBD block	IL2 activator	GLP1R ag	DRD3 antagonist	DRD3 agonist	PI5P4Ka inh	GLP1R inv ag	HEK293 tox
COc1ccccc1C(=O)Nc1ccc2c(c1)nc1n2CCN(Cc2ccccc2)C1	-3%	-8%	-0.4	10%	?	-20	-11	?	-2%
Cc1c(NC(=O)C(C)N2C(=O)c3ccccc3C2=O)c(=O)n(-c2ccccc2)n1C (centres undefined)	-5%	-4%	-0.4	5%	23	1	-5	0%	1%
Cc1c(NC(=S)NC(=O)C2CCCCC2)c(=O)n(-c2ccccc2)n1C	-12%	-2%	3.6	2%	-13	1	-7	-7%	0%
CCOc1ccc(NC(=O)CCNS(=O)(=O)c2cccc3nsnc23)cc1	-7%	-1%	1.4	2%&0%	-20	12&1	2	-24%&-19%	-20%&-4%
CC(=O)Nc1nonc1NC(C)=O	6%	1%	0.5	-2%	10	5	0	1%	0%
CN/N=C/c1ccc(C#N)cc1	8%	1%	0.7	-5%	-10	5	-11	2%	-3%
COc1cc(OC)c2c(c1)C(=O)OC2OC (centres undefined)	2%	0%	-0.1	-1%	0	-18	3	11%	3%
CNC(=O)c1sc(-c2cccnc2)nc1C	-1%	-5%	0.9	-8%	15	0	1	-4%	-12%
Cc1cc(C)c(S(=O)(=O)N2CCC3(CC2)OCCN3S(=O)(=O)c2cccs2)c(C)c1	-10%	-5%	-1.2	3%	10	-3	0	?	-20%
O=C(Nc1ccccc1)C1=C[C@H](c2ccc3c(c2)OCO3)C[C@H](OCc2ccc(CO)cc2)O1	-11%	-14%	-0.5	9%	-14	-3	-1	-26%	1%
COc1ccc(CC(NC(C)=O)C(=O)NC2CCN(C(=O)c3cnccn3)CC2)cc1 (centres undefined)	5%	3%	2.3	-4%	8	4	/	2%	4%
CCOC(=O)C1CCCN(C(=O)c2cccc(N3C(=O)c4ccccc4C3=O)c2)C1 (centres undefined)	17%	-4%	6.9	4%	-20	-3	5	-2%	16%
Cc1ccccc1Nc1nc(N)nc(CSc2nnc(-c3ccccc3)n2C)n1	-2%	-6%	-0.8	0%	14	-1	-3	6%	-5%
COc1ccc(N(CC(=O)NCc2ccc3c(c2)OCO3)C(=O)c2csnn2)cc1	-4%	-6%	-0.8	8%	7	0	10	30%	6%
CCCCN1C(N)=NC[C@@H]1Cc1ccccc1	1%	8%	0.2	1%	25	12	2	2%	16%
O=C(CNC(=O)c1ccccc1)NC1(C(=O)NC2CCCC2)CCCCC1	-1%	-3%	1.1	-1%	13	1	1	3%	-18%
CC1CCN(C(=O)CSc2nnc(-c3ccc(S(=O)(=O)N4CCOCC4)cc3)n2C)CC1	-3%	-12%	-0.8	-7%	-12	-2	/	19%	-22%
NC(=S)NC(=O)/C=C/c1ccccc1	-30%[57.1 µM]	-10%	-1.6	5%	-7	-3	?	-3%	-17%
O=[N+]([O-])c1cccc(-c2nnc3c4ccccc4c4ccccc4n23)c1	0%	-10%	3.0	3%	18	-3	0	1%	14%
O=C(Nc1csc(Cl)c1)c1ccccc1	0%	7%	-3.1	12%	0	15	-1	?	-10%
CC(=O)c1c(N)nc2n(c1=O)CCCCC2	2%	?	-2.8	5%	-13	-2	3	14%	20%
CCOC(=O)c1c(C)nsc1NCc1ccccc1	0%	?	-0.1	-3%	-12	5	-6	?	8%
Cc1cc(C(=O)N2CCC(Cc3ccccc3)CC2)c(C)o1	-4%	-7%	0.9	5%	-4	9	1	?	-4%
COc1ccccc1N1CCN(C2=Nc3cccc4cccc2c34)CC1	?	1%	-0.3	12%	-12	-10	6	?	?
O=C1NC[C@H](Cc2ccccc2)N(CC2CCN(CCc3ccc(-c4ccccc4)cc3)CC2)C1=O	-6%	-9%	-0.6	-3%	-78*	-46	0	?	0%
Other compounds
SMILES	WRN helicase inh	PLK1 PBD block	IL2 activator	GLP1R ag	DRD3 antagonist	DRD3 agonist	PI5P4Ka inh	GLP1R inv ag	HEK293 tox
Cc1cc(NC(=O)COC(=O)C2CCN(S(=O)(=O)c3cccc(Cl)c3Cl)CC2)no1	-4%	3%	-0.1	-5%	-3	-2	-8	7%	-1%
CC(=O)Nc1ccc(CN2C(=O)C(Cc3ccccc3)ON=C2c2cccc(F)c2)cc1 (centres undefined)	0%[57.1 µM]	1%	1.1	1%	14	3	5	-7%	7%
CS(=O)(=O)N(CC(=O)N1CCCCCC1)c1ccc(Cl)cc1	-5%	-10%	-0.1	-4%	-3	0	1	-8%	-4%
Cc1ccc(NC(=O)N2CCN(C/C=C/c3ccccc3)CC2)cc1	-2%	-2%	1.5	9%	-4	-6	5	?	2%
Cc1nn(Cc2ccccc2)c2c1C(c1ccccc1)C(C#N)=C(N)O2 (centres undefined)	-3%	?	0.0	-8%	-17	6	9	2%	-3%
C=C(C)C1CC=C(CN2CCN(Cc3ccccc3)CC2)CC1 (centres undefined)	-1%	-7%	1.7	-3%	-57*	-20	-4	?	-8%
Cc1nc(C(=O)NNC(=O)c2c(-c3c(Cl)cccc3Cl)noc2C)cs1	-25%	-12%	1.0	1%	-2	6	8	5.6µM*	8.9µM*
C/C=C\C=C\C(=O)N1CC2(CC(c3cccc(NC(=O)CC(c4ccccc4)c4ccccc4)c3)=NO2)C[C@H]1C(N)=O (some centres undefined)	-10%	34µM*	-0.7	0%	0	-20	-71*	?	-28%

Three entries drawn at random from those above, as already listed:
SMILES	WRN helicase inh	PLK1 PBD block	IL2 activator	GLP1R ag	DRD3 antagonist	DRD3 agonist	PI5P4Ka inh	GLP1R inv ag	HEK293 tox
O=C1NC[C@H](Cc2ccccc2)N(CC2CCN(CCc3ccc(-c4ccccc4)cc3)CC2)C1=O	-6%	-9%	-0.6	-3%	-78*	-46	0	?	0%
CC(=O)Nc1nonc1NC(C)=O	6%	1%	0.5	-2%	10	5	0	1%	0%
COc1ccc(CC(NC(C)=O)C(=O)NC2CCN(C(=O)c3cnccn3)CC2)cc1 (centres undefined)	5%	3%	2.3	-4%	8	4	/	2%	4%
